Screens (PubChem)
GPR7 antagonist: blocks human GPR7 receptor signaling | P48145 | GPR7-expressing cells, fluorescence antagonist assay | inhibition, % at 4.4 µM | 1.1% of 290,000 active | AID 1861; in the data active = inhibition above about 16%, passing the limit was not always enough;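 also: cells stimulated with the agonist NPW; 0% = agonist with vehicle and 100% = vehicle without agonist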
PHOSPHO1 block: inhibitors of human PHOSPHO1 phosphatase. recombinant PHOSPHO1, absorbance phosphatase assay. inhibition, % at 13.3 µM. 1.1% of 290,000 active; in the data active = inhibition above about 60%
pCIP destab: p/CIP protein destabilization | Q05BA5 | decrease of EGFP signal, % at 10 µM | 0.01% of 290,000 active | F442A p/CIP-EGFP cells, EGFP fluorescence, 16 h;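 active = EGFP signal decrease of at least 30% at 10 µM or well 3 SD below plate mean, unless failing retest; inactive = the rest, including hits failing retest or dose response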; also: some compounds called inactive have numbers as strong as hits; many of its hits are not listed in these tables
Target sequence (Q05BA5 1-1403): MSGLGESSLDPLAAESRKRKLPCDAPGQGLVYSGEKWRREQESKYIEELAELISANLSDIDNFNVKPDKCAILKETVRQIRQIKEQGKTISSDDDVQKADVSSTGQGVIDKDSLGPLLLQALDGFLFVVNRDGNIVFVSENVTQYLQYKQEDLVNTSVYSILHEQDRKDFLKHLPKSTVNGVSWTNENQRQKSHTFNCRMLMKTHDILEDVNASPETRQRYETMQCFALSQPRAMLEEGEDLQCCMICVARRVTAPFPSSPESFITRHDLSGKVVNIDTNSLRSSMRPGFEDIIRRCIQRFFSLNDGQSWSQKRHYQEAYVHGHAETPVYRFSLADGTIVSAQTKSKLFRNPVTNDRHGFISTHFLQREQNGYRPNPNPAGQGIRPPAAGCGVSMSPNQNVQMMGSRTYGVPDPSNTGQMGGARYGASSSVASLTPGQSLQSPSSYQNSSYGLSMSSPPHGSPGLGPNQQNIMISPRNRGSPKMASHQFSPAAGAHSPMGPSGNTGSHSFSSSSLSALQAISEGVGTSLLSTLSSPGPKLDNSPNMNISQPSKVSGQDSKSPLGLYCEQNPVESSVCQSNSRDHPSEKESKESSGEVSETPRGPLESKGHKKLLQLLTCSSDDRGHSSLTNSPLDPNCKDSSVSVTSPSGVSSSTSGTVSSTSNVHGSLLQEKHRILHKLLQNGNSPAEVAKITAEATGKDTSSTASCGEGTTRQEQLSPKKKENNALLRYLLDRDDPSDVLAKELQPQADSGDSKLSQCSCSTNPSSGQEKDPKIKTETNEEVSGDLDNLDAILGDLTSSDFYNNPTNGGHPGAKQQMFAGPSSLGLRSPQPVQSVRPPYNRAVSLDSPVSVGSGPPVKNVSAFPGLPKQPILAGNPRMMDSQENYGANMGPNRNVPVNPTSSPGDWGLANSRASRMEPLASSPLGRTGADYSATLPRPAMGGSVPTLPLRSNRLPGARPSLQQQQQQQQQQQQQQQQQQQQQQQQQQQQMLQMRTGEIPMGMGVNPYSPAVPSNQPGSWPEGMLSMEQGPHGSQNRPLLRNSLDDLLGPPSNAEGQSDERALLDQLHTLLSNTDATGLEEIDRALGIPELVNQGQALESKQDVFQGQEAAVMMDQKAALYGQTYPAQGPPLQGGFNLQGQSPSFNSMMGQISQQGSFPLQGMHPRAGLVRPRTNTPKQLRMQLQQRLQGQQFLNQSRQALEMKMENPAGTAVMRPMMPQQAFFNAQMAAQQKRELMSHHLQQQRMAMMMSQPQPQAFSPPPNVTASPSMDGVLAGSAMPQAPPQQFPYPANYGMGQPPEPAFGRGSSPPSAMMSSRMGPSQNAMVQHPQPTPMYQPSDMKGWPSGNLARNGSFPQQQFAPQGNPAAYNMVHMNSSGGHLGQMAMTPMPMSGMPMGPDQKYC
IDE act: boosts human insulin-degrading enzyme activity in HEK cells | P14735 | FAbeta-B cleavage, fluorescence polarization; 0% vehicle, 100% cell-free pure enzyme wells | activation, % at 5.96 µM | 0.073% of 340,000 active;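 active = activation above the mean of all tested compounds plus 3 SD, set per screening campaign, cut at about 17% in these data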
IDE inh: inhibitors of human insulin-degrading enzyme in cells; P14735; HEK cells, FAbetaB cleavage, fluorescence polarization; inhibition, % at 5.59 µM; 0.41% of 320,000 active;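 active = percent inhibition above the average of all tested compounds plus 3 SD, set per screening campaign, cut at about 16% in these data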;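 also: IDE supplied by intact live HEK cells; FP after avidin binding of uncleaved biotin substrate so inhibition keeps polarization high; 0% = DMSO wells and 100% = 60 µM reference IDE inhibitor Ii1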
M18AAP inhibitor: PfM18AAP enzyme inhibition | recombinant PfM18AAP, H-Glu-NHMec fluorogenic cleavage | 1.2% of 290,000 active | inhibition, % at 7.35 µM;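 active = inhibition above the campaign mean inhibition over all tested compounds plus 3 SD, cut at about 28% in these data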;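 also: 0% = plate median of test compound wells and 100% = 2 mM ZnCl2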
NALP1 yeast inh: NALP1 inhibition; inhibition, % at 10 µM; AID 2071; 0.61% of 280,000 active; S. cerevisiae NALP1/ASC/caspase-1 growth, X-gal OD620, 72 h; in the data active = inhibition mostly above about 24%, no sharp cut-off; inactive = mostly below about 32%; also: some compounds called inactive have numbers as strong as hits
IMP-1 inh: inhibitors of Pseudomonas aeruginosa IMP-1 metallo-beta-lactamase. purified IMP-1, nitrocefin hydrolysis, epi-absorbance fluorescence. inhibition, % at 5.6 µM. 0.45% of 290,000 active;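 active = inhibition above the mean plus 3 SD of all compounds in the same screening run, cut at about 4.5% in these data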;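 also: 0% = IMP-1 with DMSO and 100% = DMSO wells lacking enzyme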
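Assay system: purified IMP-1; Quantity: IMP-1 0.2 nM before substrate addition; Medium: HEPES buffer pH 7.1 with ZnSO4 and Brij 35; Incubation: 15 min enzyme–compound preincubation, then 25 min nitrocefin reaction, 25 °C; Signal: fluorescence quenching readout, ex 480/em 530 nm; Controls: DMSO with and without IMP-1; Repeats: singlicate testing.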
VIM-2 inhibitor: inhibitors of Pseudomonas aeruginosa VIM-2 metallo-beta-lactamase. inhibition, % at 5.6 µM. 0.89% of 290,000 active. purified VIM-2, nitrocefin hydrolysis, epi-absorbance fluorescence;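 active = inhibition above the mean of all tested compounds plus 3 SD, cutoff set per screening run, cut at about 7.5% in these data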;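 also: red hydrolysis product quenches plate fluorescence so inhibitors raise well fluorescence; 0% = enzyme with DMSO and 100% = DMSO without enzyme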
Starred values were filed as active, the others as inactive; x = no result given.

canonical_smiles	GPR7 antagonist	PHOSPHO1 block	pCIP destab	IDE act	IDE inh	M18AAP inhibitor	NALP1 yeast inh	IMP-1 inh	VIM-2 inhibitor
CCC1(CC)NC(=O)N(CC(=O)NC(=O)NCc2ccccc2)C1=O	-4.0	4.1	5.5	2.2	6.6	5.8	-1.6	-4.3	-1.9
O=C(NCc1ccc2c(c1)OCO2)C1CCCN(S(=O)(=O)c2cccc3nonc23)C1 (configuration not stated)	-0.1	-9.0	-5.1	1.8	0.9	14.8	6.8	-3.9	-1.7
O=C(COc1ccc(Br)cc1Cl)NC1CCCCC1	-0.1	-2.8	6.6	7.8	0.0	2.9	38.4	-0.5	-3.4
O=C(CSc1nc2ccc(Cl)cc2[nH]1)c1c[nH]c2ccccc12	6.9	25.6	-4.4	3.7	6.7	-12.8	-5.0	-2.2	-2.4
CN(C)C(=S)Nc1nc2ccccc2s1	-2.8	-18.3	7.4	-4.5	x	46.4*	-3.7	-2.2	-4.5
CC(=O)Nc1ccccc1NC(=O)CC(C)(C)C	-9.2	6.3	-3.7	1.5	3.0	-4.9	x	-3.2	-2.6
CCOC(=O)c1ccc(Nc2nnc3nc(C)cc(C)n23)cc1	-6.7	-18.6	-1.7	0.9	2.2	-2.4	29.6	-0.1	0.3
Cc1ccc(C)c(CS(=O)(=O)c2cn(CC(=O)N3CCC(C)CC3)c3ccccc23)c1	-11.9	-0.8	-4.8	1.2	-2.7	-0.7	30.7	-4.3	-1.8
O=C(N/N=C/c1ccc(Br)o1)c1cc([N+](=O)[O-])cc([N+](=O)[O-])c1	-5.6	35.3	-3.0	4.0	-2.8	10.7	2.3	-1.2	-2.6
O=C(O)c1ccccc1-c1nc2ccccc2c(=O)n1O	-12.7	23.6	-4.2	5.7	-2.4	2.1	-4.4	-4.2	-7.2
CCC(CC)C(=O)Nc1cccc(C(=O)Nc2ccc(S(=O)(=O)Nc3ccc(C)cc3)cc2)c1	-3.8	19.2	0.3	-3.7	9.2	-3.7	2.0	-0.1	1.4
CCCN1Cc2cccc(C(=O)NCc3ccc4c(c3)OCO4)c2C1=O	2.6	-10.0	-1.2	-1.3	3.7	0.4	-7.7	-2.2	-0.4
CCCOc1ccc(N2C(=O)CC(SCC(N)C(=O)OCC)C2=O)cc1 (configuration not stated)	0.5	36.0	0.9	4.0	1.0	3.6	9.7	-4.8	-0.6
Cc1nc(NCCO)c(C#N)c2c1COC(C)(C)C2	25.9*	17.5	-4.5	2.2	-0.4	-4.7	12.4	-4.6	-4.0
COc1ccc(CCC(=O)NNC(=O)c2cc(Cl)ccc2OC)cc1	-6.6	20.0	-1.6	1.3	2.2	1.8	5.1	-4.6	-4.5
O=C(O)c1ccc(NC(=S)Nc2ccccc2)cc1	-6.9	15.0	6.7	1.1	6.2	-1.3	10.1	0.6	-1.3
C=CCNC(=O)/C(C#N)=C/c1ccc(SC)cc1	8.7	35.9	-9.4	2.0	4.2	0.8	-0.2	-3.5	-4.2
Cc1cccc(OCC(=O)Nc2ccc(C(=O)Nc3ccccc3C(=O)O)cc2)c1C	-13.3	7.5	0.1	1.8	-0.8	-1.0	-2.9	-1.8	-3.8
CC[N+]1(C)CC2CCC(C)(C1)C2(C)C (configuration not stated)	4.6	-12.4	-1.3	1.6	x	-14.3	-6.4	-0.2	2.2
CCCCN1CNC(=S)N(CCc2ccc(OCC)c(OCC)c2)C1	1.4	20.3	-18.1	-7.3	7.0	-12.3	23.3	-1.2	1.1
CCC(C(=O)NCc1ccc(C)cc1)c1ccccc1 (configuration not stated)	-14.1	8.5	6.6	0.4	8.3	-4.4	8.7	-2.6	-1.5
COCCNC(=O)CN1CCOc2ccccc21	-8.1	13.0	9.8	0.6	2.3	2.2	1.0	-3.0	-3.2
CSc1ccccc1C(=O)C1CCCN(S(=O)(=O)N(C)C)C1 (configuration not stated)	-5.2	38.7	-18.4	4.3	12.7	3.9	11.3	-1.2	3.8
COCCN(CCOC)C(=O)CN1C(=O)NC2(CCCc3sccc32)C1=O (configuration not stated)	-14.1	10.8	-23.4	0.6	1.6	-0.5	12.0	-2.7	-0.8
CCN(CC)C(=O)c1ccc(NS(=O)(=O)c2ccccc2)cc1	6.0	7.5	6.7	5.8	10.7	10.3	5.7	-0.8	-2.7
O=C(Nc1ccccc1)NC1CCN(CCCN2C(=O)c3ccccc3C2=O)CC1	-10.7	-15.6	-10.4	-0.9	-2.1	-3.7	6.1	-0.3	-0.1
CCCCN(CCCC)CCCNC(=O)C1CC(c2ccc(C(F)(F)F)cc2)=NO1 (configuration not stated)	x	26.5	-8.0	-0.8	0.9	x	x	x	x
CC(C)C(NC(=O)c1ccc(S(=O)(=O)N2CCOCC2)cc1)c1nc2ccccc2[nH]1 (configuration not stated)	-1.6	-9.1	-0.7	-1.2	-1.8	-11.3	-0.6	-2.3	-2.6
CCC(C)(C)NC(=O)C(OC(=O)c1ccco1)c1ccc(OC)cc1 (configuration not stated)	-3.0	48.9	-9.8	6.1	5.0	-6.2	16.6	-0.8	1.2
COc1ccc(C)cc1NC(=O)CSc1nnc(-c2cc(C)[nH]n2)n1N	-12.9	33.2	-11.7	-5.0	1.8	-2.5	21.1	-0.1	-2.6

Part of the list above, with two lines to a compound.
Every second line gives: GPR7 antagonist | PHOSPHO1 block | pCIP destab | IDE act | IDE inh | M18AAP inhibitor | NALP1 yeast inh | IMP-1 inh | VIM-2 inhibitor
COCCN(CCOC)C(=O)CN1C(=O)NC2(CCCc3sccc32)C1=O (configuration not stated)
 : -14.1 | 10.8 | -23.4 | 0.6 | 1.6 | -0.5 | 12.0 | -2.7 | -0.8
CCN(CC)C(=O)c1ccc(NS(=O)(=O)c2ccccc2)cc1
 : 6.0 | 7.5 | 6.7 | 5.8 | 10.7 | 10.3 | 5.7 | -0.8 | -2.7

Carrying on:
canonical_smiles	GPR7 antagonist	PHOSPHO1 block	pCIP destab	IDE act	IDE inh	M18AAP inhibitor	NALP1 yeast inh	IMP-1 inh	VIM-2 inhibitor
O=P(Cc1ccccc1)(c1ccccc1)c1ccccc1	-4.9	-16.0	-9.4	-0.4	1.3	-8.7	20.3	-2.9	-2.5
CC1(C)CC(=O)c2cc(N=C/C(C(=O)c3ccccc3)=C(\O)c3ccccc3)c(=O)oc2C1	-3.0	24.5	-2.9	6.2	-2.5	0.8	2.8	-0.4	-1.0
CCSc1ccccc1C(=O)Nc1nc2ccccc2c(=O)[nH]1	-0.8	20.8	3.1	-0.9	-2.3	1.5	0.5	-2.1	-2.1
N#CC1=C(N)Oc2cc(N)ccc2C1c1ccc(F)cc1 (configuration not stated)	-3.7	18.0	-8.5	2.1	2.4	10.6	39.6	-3.1	-3.1
O=[N+]([O-])c1ccc(/C=N/Nc2nc(N3CCCCC3)nc(N3CCCCC3)n2)cc1	-12.1	47.1	-7.9	1.7	4.7	6.2	12.5	-1.7	-3.4
CCOc1ccc(N2C(=O)/C(=C/c3ccccn3)SC2=S)cc1	-3.8	23.1	-7.9	x	-0.9	1.9	-0.4	-1.0	-1.6
CCOc1cccc(/C=N/NC(=S)NCCN2CCOCC2)c1O	-1.4	-22.9	-3.3	6.0	4.6	37.6*	-2.9	-3.0	-4.9
CC(=O)c1ccc2c(c1)C1C=CCC1C(C(=O)O)N2 (configuration not stated)	-15.2	-95.7	-1.8	x	x	21.4	-13.8	-1.3	-0.5
CCOc1ccc(-n2nc(C(=O)NC3CCCCC3)c3ccccc3c2=O)cc1	-12.9	7.9	-10.7	0.1	4.9	1.6	-6.4	-1.8	-4.9
CC(=O)c1cccc(NC(=O)C2CCN(C(=O)c3cccs3)CC2)c1	-3.2	23.0	6.0	4.5	-2.8	2.2	10.8	-2.8	-2.1
CCCCSC1(SCCCC)N=C(N)C2(C#N)C(c3ccccc3)NC(C)=CC12C#N (configuration not stated)	-3.4	28.1	-8.7	2.4	-1.9	-2.5	-9.8	-2.4	-3.0
O=C1CC(c2ccccc2)CC(O)=C1C=NCCN1CCNCC1 (configuration not stated)	-8.9	0.7	4.0	-2.7	1.0	0.4	-16.9	-1.3	-2.4
COc1ccc(-c2ccc(SCC(=O)NCC3CCCO3)nn2)cc1OC (configuration not stated)	-8.8	4.6	-24.1	-2.1	2.6	2.1	6.9	-2.8	-3.0
O=C(NCc1ccc(F)cc1)C1CCC(=O)N1C1CCCCC1 (configuration not stated)	-3.4	31.5	-4.2	0.6	-0.2	-18.4	6.6	-4.0	-2.3
CCC(C)C(NC(=O)c1ccc(Cl)cc1)C(=O)O (configuration not stated)	-7.0	-7.2	-1.1	-0.2	3.4	-2.7	9.0	-3.7	-2.9
Cc1cc(C)n(-c2ccc(NC(=O)C3CCN(Cc4ccccn4)CC3)cc2)n1	11.4	34.4	15.2	2.0	6.3	-4.0	17.5	-1.7	2.4
COc1ccc(C)cc1S(=O)(=O)N1CCOCC1	-6.6	19.9	0.5	x	1.4	-3.3	4.5	-1.3	-0.5
CCn1cc(C(=O)OC(C)C(=O)Nc2c(C)n(C)n(-c3ccccc3)c2=O)c(=O)c2ccc(C)nc21 (configuration not stated)	-7.4	-6.6	-0.9	5.7	x	3.8	12.3	-1.5	-1.2
CC1(C)COC(c2coc3ccccc3c2=O)OC1	-14.8	4.2	-2.7	1.4	4.8	-10.0	17.4	-1.9	0.0
COc1ccc(C2CC(c3ccc(OC)cc3)n3nc(N)nc3N2)cc1 (configuration not stated)	1.9	30.2	2.5	6.5	0.5	6.0	x	-3.7	-1.2
CNS(=O)(=O)c1ccc(NC(=O)C(CCSC)NC(N)=O)cc1 (configuration not stated)	7.4	1.3	-1.6	6.5	1.8	-7.7	14.6	-2.2	-0.5
Nc1c(C(=O)Nc2ccc(S(=O)(=O)N3CCCC3)cc2)sc2nc3cc4c(cc3cc12)CCC4	-9.5	-2.4	4.6	-9.8	11.7	-3.7	22.7	0.9	-0.7
CC1CCCC(C)N1C(=O)COc1ccc(C(=O)N/N=C/c2ccc(C(=O)O)cc2)cc1 (configuration not stated)	-6.1	5.6	3.4	5.9	1.0	3.4	-3.8	-4.3	-4.0
COC(=O)c1cn(C(=O)c2cccs2)c2ccccc12	-14.4	-17.6	-8.9	-3.7	1.2	-12.3	0.5	-7.0	-1.1

Entries shown so far that have an aryl thioether with sulfur outside any ring, in the order listed:
canonical_smiles	GPR7 antagonist	PHOSPHO1 block	pCIP destab	IDE act	IDE inh	M18AAP inhibitor	NALP1 yeast inh	IMP-1 inh	VIM-2 inhibitor
O=C(CSc1nc2ccc(Cl)cc2[nH]1)c1c[nH]c2ccccc12	6.9	25.6	-4.4	3.7	6.7	-12.8	-5.0	-2.2	-2.4
C=CCNC(=O)/C(C#N)=C/c1ccc(SC)cc1	8.7	35.9	-9.4	2.0	4.2	0.8	-0.2	-3.5	-4.2
CSc1ccccc1C(=O)C1CCCN(S(=O)(=O)N(C)C)C1 (configuration not stated)	-5.2	38.7	-18.4	4.3	12.7	3.9	11.3	-1.2	3.8
COc1ccc(C)cc1NC(=O)CSc1nnc(-c2cc(C)[nH]n2)n1N	-12.9	33.2	-11.7	-5.0	1.8	-2.5	21.1	-0.1	-2.6
CCSc1ccccc1C(=O)Nc1nc2ccccc2c(=O)[nH]1	-0.8	20.8	3.1	-0.9	-2.3	1.5	0.5	-2.1	-2.1
COc1ccc(-c2ccc(SCC(=O)NCC3CCCO3)nn2)cc1OC (configuration not stated)	-8.8	4.6	-24.1	-2.1	2.6	2.1	6.9	-2.8	-3.0

Not a hit list, and some 5.3% of all compounds hit somewhere here.
